Screening data from PubChem BioAssay.
Menin MLL FP TR: qHTS Assay for Inhibitors Targeting the Menin-MLL Interaction in MLL Related Leukemias: Competition With Texas Red Labeled MLL-derived Mutant Peptide. 270,000 compounds, 0.23% hits. Menin + Texas Red MLL mutant peptide, fluorescence polarization. Potency, µM (doses to about 61.6 µM), for the others: top-dose FP activity change, negative = inhibition, actives largely listed as inhibitors. O00255; active = well fitted inhibition curve with a large enough effect in the polarisation, with a control signal flat, not every such curve was filed as active; inconclusive = small, poorly fitted or top-dose-only effect, or effect the other way, or a change in a side signal; inactive = no such curve, though single readings can be large or run the other way; the % refers to the polarisation; also: potency is read from the fitted curve at half-maximal effect; % of control where 0% means no effect; many of its hits are not listed in these tables
Target sequence (O00255 whole entry, looked up): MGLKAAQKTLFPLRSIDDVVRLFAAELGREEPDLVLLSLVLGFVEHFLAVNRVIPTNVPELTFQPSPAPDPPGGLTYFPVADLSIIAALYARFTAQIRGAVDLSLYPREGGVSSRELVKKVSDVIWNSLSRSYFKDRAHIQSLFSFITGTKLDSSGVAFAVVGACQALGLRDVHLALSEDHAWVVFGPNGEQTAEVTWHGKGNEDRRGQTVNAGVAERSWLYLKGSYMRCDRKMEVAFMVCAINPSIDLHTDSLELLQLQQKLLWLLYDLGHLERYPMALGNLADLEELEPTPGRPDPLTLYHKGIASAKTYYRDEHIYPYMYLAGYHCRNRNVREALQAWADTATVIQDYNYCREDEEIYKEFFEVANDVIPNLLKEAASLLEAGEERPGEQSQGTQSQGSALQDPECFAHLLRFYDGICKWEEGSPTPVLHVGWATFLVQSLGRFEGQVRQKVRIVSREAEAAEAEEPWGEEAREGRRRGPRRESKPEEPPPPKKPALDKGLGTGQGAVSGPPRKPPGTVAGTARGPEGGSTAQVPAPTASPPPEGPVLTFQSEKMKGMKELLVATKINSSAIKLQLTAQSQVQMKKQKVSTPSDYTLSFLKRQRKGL
S-ASM inh: Inhibitors of Secretory Acid Sphingomyelinase (S-ASM): qHTS | placental ASM, HMU-PC fluorogenic substrate, 60 min | Potency, µM (titrated, usually from 57.5 µM), for inactives: top-dose activity change, negative = inhibition, most hits filed as inhibitors | 340,000 compounds, 0.006% hits; also: potency is read from the fitted curve at half-maximal effect
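Steps: dispense placental human ASM, pin compound, wait 10 min at room temperature, add HMU-PC0 substrate at 9 uM final, incubate 60 min at 37 °C, add stop solution raising pH to 10, read fluorescence.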
Mito fusion yeast: qHTS Assay for Small Molecule Inhibitors of Mitochondrial Division or Activators of Mitochondrial Fusion | S. cerevisiae fusion-defective mutant growth rescue, CellTiterGlo 48 h | Potency, µM (highest dose often 46.1 µM), without a hit: at the top dose growth rescue (activation), hits mostly activators | 320,000 compounds, 0.23% hits | AID 485298, 2010;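 also: potency is read from the fitted curve at half-maximal effect; % of control where 0% means no effect; nearly all actives have a fitted effect of over 45% in size; temperature-sensitive fusion mutants such as fzo1-1 at 37 °C on non-fermentable ethanol glycerol medium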
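Growth-rescue viability read-out: after 48 h at the non-permissive 37C in glycerol/ethanol YPEG, yeast mitochondrial fusion mutants are measured by CellTiterGlo luminescence; compounds (23 nl pinned per well) restoring growth score as division inhibitors or fusion activators.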
GALK inh: qHTS Assay for Inhibitors of Human Galactokinase (GALK) | P51570 | Purified GALK, Kinase-Glo residual ATP luminescence | Potency, µM (highest dose often 57.5 µM), inactives show at the highest dose activity change, negative = inhibition, usual class: inhibitors | 270,000 compounds, 0.007% hits; also: potency is read from the fitted curve at half-maximal effect; % is scaled to controls: 0 for no effect and ±100 for the full control effect
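Compounds were pin-transferred into ATP buffer (35 uM final), then GALK plus galactose (5 nM, 100 uM final) was added. After 1 h at room temperature, Kinase-Glo Plus was added and luminescence read after 10 min.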
Eya2 inh: qHTS Assay for Inhibitors of the Phosphatase Activity of Eya2. Protein phosphatase EYA2 (Homo sapiens), O00167. recombinant Eya2, OMFP fluorescence dephosphorylation (OMFP is methylfluorescein phosphate). Potency, µM (titrated, usually from 76.9 µM), for inactives: top-dose activity, negative = inhibition, actives largely listed as inhibitors. 330,000 compounds, 0.006% hits; also: potency is read from the fitted curve at half-maximal effect; % is scaled to controls: 0 for no effect and ±100 for the full control effect
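Eya2 (0.2 uM) preincubated 10 min at ambient with compound, then OMFP substrate added at 50 uM; 10 min reaction in 50 mM HEPES pH 7.5, 50 mM NaCl, 5 uM MgCl2, 0.05% BSA, 1 mM DTT. Fluorescence read at Ex 485/Em 525 nm.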
MBNL1-CUG inh: qHTS Assay for Inhibitors of MBNL1-poly(CUG) RNA binding; Potency, µM (titrated, usually from 57.5 µM), without a hit: at the top dose activity change, negative = inhibition, most hits filed as inhibitors; Muscleblind-like protein 1 (Homo sapiens), Q9NR56; 280,000 compounds, 0.036% hits; TR-FRET MBNL1-His/biotin-(CUG)12 binding, 665/545 ratio; active = well fitted inhibition curve with a large enough effect in the signal ratio, with a control signal flat, not every such curve was filed as active; inconclusive = small, poorly fitted or top-dose-only effect, or effect the other way, or a change in a side signal; inactive = no such curve, though single readings can be large or run the other way; the % refers to the signal ratio; also: potency is read from the fitted curve at half-maximal effect; % is scaled to controls: 0 for no effect and ±100 for the full control effect
Target sequence (Q9NR56 whole entry, looked up): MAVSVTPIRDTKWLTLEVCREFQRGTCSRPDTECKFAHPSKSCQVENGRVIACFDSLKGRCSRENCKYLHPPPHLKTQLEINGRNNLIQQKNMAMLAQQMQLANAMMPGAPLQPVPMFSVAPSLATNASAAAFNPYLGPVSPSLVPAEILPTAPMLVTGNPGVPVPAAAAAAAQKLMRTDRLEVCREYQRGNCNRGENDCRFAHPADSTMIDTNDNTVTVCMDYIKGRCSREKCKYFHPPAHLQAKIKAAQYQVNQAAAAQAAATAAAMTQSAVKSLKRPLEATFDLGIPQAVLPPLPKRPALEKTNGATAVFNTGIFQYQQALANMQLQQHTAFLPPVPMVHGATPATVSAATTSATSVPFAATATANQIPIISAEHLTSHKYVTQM
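Compound titration spanned 92 nM–58 uM against the MBNL1-His/biotin-(CUG)12 complex. After 60 min at room temperature with 5 nM streptavidin-XL665 and 0.055 ng/ul terbium anti-His, ratiometric 665/545 nm emission (Ex 340 nm) normalized to controls.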
PKM2 activator: qHTS Assay for Activators of Human Muscle isoform 2 Pyruvate Kinase; Pyruvate kinase PKM (Homo sapiens), P14618; Potency, µM (top dose mostly 57.5 µM), without a hit: at the top dose activation, actives largely listed as activators; 260,000 compounds, 0.34% hits; purified PKM2, Kinase-Glo ATP luminescence, activation; response scale: 0% is enzyme alone, no compound; also: potency is read from the fitted curve at half-maximal effect; % is scaled to controls: 0 for no effect and ±100 for the full control effect; nearly all actives have a fitted effect of over 55% in size
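Kinase-Glo luminescence reports ATP generated from ADP (0.1 mM) and PEP (0.5 mM) by purified hPK-M2 after 1 h at room temperature, pH 7.2 imidazole buffer; intermediate enzyme activity allows detecting inhibitors and activators.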
TSHR antagonist: Antagonists of the Thyroid Stimulating Hormone Receptor: HTS campaign | TSHR-expressing cells, TSH-stimulated cAMP HTRF, 2 h; hits give low values | 330,000 compounds, 0.2% hits | activity change, negative = inhibition, % at 11.5 µM | Thyrotropin receptor (Homo sapiens), P16473 | AID 504810, 2011;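 active = activity change below a set negative limit, meaning inhibition stronger than a set level, cut at about -70% in these data; inconclusive = activity change between two set negative limits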; also: % is scaled to controls: 0 for no effect and ±100 for the full control effect
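Competitive HTRF cAMP read-out (cryptate anti-cAMP antibody, cAMP-d2; 30 min, room temperature) in freshly harvested TSHR cells. Compounds added before TSH at EC80 (4nM final), followed by 2 hours' incubation at 37 deg C.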
BCR signal inh: qHTS Assay to Find Inhibitors of Chronic Active B-Cell Receptor Signaling. ABC-DLBCL IkBa-CBG/CBR reporter, luminescence ratio, 4 h. Potency, µM (highest dose often 46.1 µM), for inactives: top-dose ratio change, negative = lower green/red ratio, hits mostly inhibitors. 340,000 compounds, 0.05% hits. AID 493014, 2011; active = well fitted inhibition curve with a large enough effect in the signal ratio, with a control signal flat, not every such curve was filed as active; inconclusive = small, poorly fitted or top-dose-only effect, or effect the other way, or a change in a side signal; the % refers to the signal ratio;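 also: potency is read from the fitted curve at half-maximal effect; plate controls were basal doxycycline-induced cells for no effect and cells given 10 µM MG132 for full effect; MG132 reads +100%, hits lower the ratio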
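Compounds up to 46 uM were incubated four hours with TMD8 cells whose green CBG68 luciferase is fused to IkappaBalpha; red CBR luminescence normalised the signal, and concentration-effect curves were fitted to fusion, red and ratio data.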
KCNH2 WT inh: qHTS for Inhibitors of KCHN2 3.1: Wildtype qHTS; Voltage-gated inwardly rectifying potassium channel KCNH2 (Homo sapiens), Q12809; U2OS, BacMam KCNH2, thallium flux FluxOr; hits give low values; activity change, % at 1.84 µM; 340,000 compounds, 0.37% hits; AID 720551, 2013;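 active = maximum activity change below -70%; inconclusive = maximum activity change between -70% and -50%; inactive = maximum activity change above -50%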; also: % is scaled to controls: 0 for no effect and ±100 for the full control effect
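U2OS cells were transduced with wild-type KCNH2 virus (2.03 x 10^8 / mL) for 4 h at room temperature, then cultured overnight at 37 C. Thallium flux was read with FluxOr dye. Rate constants were normalized to DMSO controls.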
USP2a inh: qHTS Assay for Inhibitors of Ubiquitin-specific Protease USP2a Using CHOP2 as the Reporter | AID 463254, 2010 | USP2 core, Ub-CHOP2 coupled fluorogenic reporter, 485/531 | 330,000 compounds, 0.01% hits | Ubiquitin carboxyl-terminal hydrolase 2 (Homo sapiens), O75604 | Potency, µM (titrated, usually from 38.3 µM), for the others: at the top dose activity change, negative = inhibition, actives largely listed as inhibitors;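 also: potency is read from the fitted curve at half-maximal effect; plate controls were DMSO wells for no effect and full inhibition by NEM control for full effect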
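USP2 core (10nM final) preincubated 30min RT with compound in 20mM Tris-HCl pH 8.0, 2mM CaCl2, 2mM beta-mercaptoethanol, 0.05% CHAPS; 25nM Ub-CHOP2 plus 25nM reporter substrate added, fluorescence (Ex485/Em531) read after 60min.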
Numbers without * were called inactive; i = inactive; ? = inconclusive; · = no result given; [ ] = another dose, or the depositor's remark. Unless noted, calls follow the shape of the dose curve; as a rule, active = well fitted curve in the direction sought with a large enough effect; inconclusive = small, poorly fitted or top-dose-only effect, or another doubt; inactive = no such curve, though single readings can be large; an effect the other way counts as inactive or inconclusive.

SMILES	Menin MLL FP TR	S-ASM inh	Mito fusion yeast	GALK inh	Eya2 inh	MBNL1-CUG inh	PKM2 activator	TSHR antagonist	BCR signal inh	KCNH2 WT inh	USP2a inh
CCOc1cc(/C=N/NC(=O)c2cccs2)cc([N+](=O)[O-])c1O	?	-4%	4%	1%	-19%	?	0%	-17	?	-1	0%
COc1cc(OC)c(OC)cc1CN1CCCC(C(=O)c2ccccc2SC)C1 (stereo unspecified)	-22%	2%	-6%	5%	2%	-17%	1%	1	2%	12	-4%
Cc1ccc2nc(NC(=O)COC(=O)CSc3nc(C)cc(C)n3)sc2c1	?	-1%	-2%	5%	5%	0%	-1%	10	-15%	2	7%
COc1ccc(C=O)cc1CN1CCCN(Cc2ccccc2F)S1(=O)=O	11%	19%	16%	·	10%	-6%	·	-2	-4%	-2	-7%
Cn1c(C(=O)NCCN2CCOCC2)cc2c(=O)n3ccccc3nc21	·	i	?	6%	-10%	?	·	8	-5%	-1	1%
Cc1ccc(C(=O)NS(=O)(=O)c2ccccc2)cc1	2%	0%	-8%	1%	3%	6%	7%	-7	6%	-12	1%
C=CCN(CC=C)C(=O)c1c(OC)cccc1OC	9%	-2%	-2%	·	3%	-8%	-3%	7	2%	-5	1%
O=[N+]([O-])c1cnn(-c2nc(-c3ccccc3)cc(C(F)(F)F)n2)c1	10%	4%	-3%	-2%	4%	0%	2%	2	-3%	-1	2%
O=S1(=O)N=C(N(CCO)/N=C/c2ccncc2)c2ccccc21	10%	0%	-1%	1%	0%	4%	8%	-10	-1%	-2	2%
Cc1nnc(SCC(=O)N2CCc3ccccc3C2)n1-c1ccccc1	-11%	10%	-9%	-5%	-4%	·	-2%	-10	9%	-8	2%
O=C(C1CC1)N1CCc2cc(Br)cc(S(=O)(=O)NCc3ccc4c(c3)OCO4)c21	-1%	-2%	9%	0%	-13%	0%	14%	-10	?	9	0%
Cc1ccnc(NS(=O)(=O)c2ccc(NC(=O)Cc3ccc(F)cc3)cc2)n1	12%	9%	-8%	9%	7%	-1%	·	-4	-4%	-6	7%
Cc1cc(C)c2nc(Cl)c(C3NC(=O)c4ccccc4N3)cc2c1 (stereo unspecified)	-18%	-1%	-4%	-2%	6%	-1%	1%	-5	4%	-8	-2%
Cc1ccc2[nH]c(=O)c(CN(Cc3ccco3)C(=O)c3ccncc3)cc2c1	-14%	-3%	-1%	-1%	13%	8%	5%	-4	-7%	4	-1%
CCCCCCN1CC(O)=C(c2nc3ccccc3[nH]2)C1=N	5%	0%	2%	6%	-1%	7%	8%	-4	1%	2	-1%
CC(C)OCCCn1c(NN)nc2ccccc2c1=O	-20%	-3%	12%	0%	?	-11%	-14%	4	-20%	-3	-2%
OCC1(Cc2ccccc2)CCN(Cc2ccc(-c3ccco3)cc2)CC1	2%	0%	0%	0%	-1%	-5%	7%	8	-2%	-11	-1%
CC(C)(C)C(=O)OCCn1c(=O)c2cc3c(=O)n(CCOC(=O)C(C)(C)C)c(=O)c3cc2c1=O	-23%	2%	-2%	-1%	18%	11%	-23%	-1	-1%	-1	0%
CC(c1ccco1)N(C(=O)c1ccccc1NS(=O)(=O)c1cc([N+](=O)[O-])ccc1Cl)c1ccccn1 (stereo unspecified)	-14%	-1%	?	0%	1%	?	?	18	7%	-12	-1%
CCCCc1nn2c(N)c(/C=C3\C=Nc4ccccc43)c(=O)nc2s1	-12%	-4%	·	·	-1%	-25%[11.5 µM]	-22%	9	2%	-17	4%
O=C(NC(=S)N1CCN(c2ccc([N+](=O)[O-])cc2)CC1)c1ccccc1F	11%	-1%	?	0%	-3%	119%[activator]	-1%	-18	-16%	-3	1%
COc1cc(OC)c(NC(=S)NCc2ccc(F)cc2)cc1Cl	7%	1%	-1%	3%	8%	-5%	21%	-3	-3%	-28	0%
COc1ccc(C(=O)N/N=C/C2CC=CCC2)cc1OC (stereo unspecified)	5%	0%	3%	-1%	10%	-3%	-9%	2	?	-5	-1%
COC(=O)c1ccc(C(=O)OC)c(NC(=O)COc2ccccc2OC)c1	-1%	0%	-1%	-5%	15%	9%	-16%	-8	?	-3	1%
OCCn1c(-c2ccc(F)cc2)csc1=Nc1ccccc1	-11%	7%	28%	0%	-1%	13%	8%	-6	3%	-2	3%
CCc1cccc(C)c1NC(=S)NCc1ccccc1	11%	4%	-3%	·	0%	-15%	1%	11	?	-7	2%
CCn1c(NCCc2ccc(OC)c(OC)c2)nc2c1c(=O)n(C)c(=O)n2C	-1%	7%	-3%	-1%	28%	-5%	?	-2	?	-1	2%
Cn1c(-c2ccc(F)cc2)cnc1SCC(=O)NCc1ccco1	-8%	0%	4%	5%	-1%	-5%	?	1	-4%	-4	0%
Cc1cccc(Sc2nc(-c3ccccc3)ncc2C(=O)O)c1	?	16%	14%	-3%	-2%	2%	0%	-25	7%	14	4%
CC(C)C(=O)NC(=S)Nc1ccc(CN2CCOCC2)cc1	2%	0%	-1%	2%	3%	-14%	2%	-2	-9%	-13	-3%
Cc1ccsc1/C=C(\C#N)C(=O)NCc1ccco1	-1%	6%	-1%	0%	-5%	·	1%	-9	-2%	-4	-3%
O=C(CCNS(=O)(=O)c1ccccc1C(F)(F)F)NCC(c1ccco1)N1CCCCC1 (stereo unspecified)	·	4%	4%	·	2%	·	·	-1	-1%	2	1%
O=C(CNC(=S)N(Cc1ccccc1)Cc1cccnc1)NC1CCCC1	-1%	-4%	-8%	-4%	3%	-4%	-3%	1	5%	18	2%
O=C(CSc1nnc(NC(=O)C2CCCCC2)s1)NCc1ccco1	4%	-4%	-4%	7%	-10%	-10%	-10%	-7	-3%	7	1%
COc1ccccc1CNC(=O)COC(=O)c1ccc([N+](=O)[O-])o1	·	-1%	3%	·	-7%	·	·	-4	0%	-2	-3%
CC1CCCN(C(=O)C2CCCN(S(=O)(=O)c3cccc4nsnc34)C2)C1 (stereo unspecified)	0%	-2%	0%	1%	12%	?	-6%	1	-19%	-1	1%
CN(CCc1ccccc1)Cc1nc(-c2cnccn2)no1	16%	3%	5%	0%	4%	-2%	1%	5	1%	-8	3%
O=C(Nc1ccc(Cl)cc1)c1ccsn1	7%	3%	1%	1%	4%	-7%	-3%	-7	-1%	10	0%
Cn1c(=O)n(Cc2ccccc2)c(=O)c2c1nc1n2CCCN1Cc1ccccc1	-6%	-20%	-9%	1%	-5%	3%	6%	5	?	1	2%
CCCCN(C(=O)Oc1ccccc1)C1CCS(=O)(=O)C1 (stereo unspecified)	·	-2%	-4%	5%	11%	-5%	-1%	-1	1%	0	3%
COc1ccc(-n2nc3c(N4CCC(C(=O)NCC(C)c5ccccc5)CC4)nnc(C)c3c2C)cc1 (stereo unspecified)	?	1%	5%	-7%	12%	1%	·	-13	7%	6	3%
O=C(CCN1CCN(c2ccccc2)CC1)N/N=C/c1ccc([N+](=O)[O-])o1	4%	-4%	-10%	3%	-5%	?	7%	3	2%	11	2%

Not all compounds are listed; count on the stated rates, not on these rows.
